# Screening data from PubChem.
# DDE Tn7 FP inh = disrupts Tn7 cyclic peptide binding to fibrin D-Dimer-E complex. FP displacement of FITC-Tn7 peptide from fibrin DD(E); 0% = median of compound wells per plate. inhibition, % at 8.3 µM. actives 0.13% (n = 370,000);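 active = inhibition above the mean of compounds falling within the control limits plus 3 SD of them, cut at about 14% in these data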;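 note: 0% = plate median of compound wells and 100% = 10 µM Aha-Tn7 peptide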
#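 System: human fibrin DD(E); quantity: Fibrin-DD(E) at 2 µM final; also added: fluorescent Tn7 probe at 0.1 µM; compound dosing: single nominal test concentration of 8.3 µM per compound; schedule: 10 min preincubation, 3 h with tracer, room temperature; detection: fluorescence polarization of the labelled Tn7 tracer; repeats: one replicate per compound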
# PG9 binder = binds the HIV-1 gp120 antibody PG9; TR-FRET gp120-PG9 antibody binding; inhibition, % at 6.7 µM; actives 0.43% (n = 360,000); AID 624416; in the data active = inhibition above about 8.5%
# mABHD4 FP = inhibitors of mouse ABHD4 | actives 0.54% (n = 370,000) | inhibition, % at 8.92 µM | purified mABHD4, FP-Rh probe fluorescence polarization | Q8VD66 | AID 720543;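 active = inhibition exceeding the mean over every tested compound plus 3 SD, cut at about 30% in these data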;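 note: 0% = plate median of compound wells and 100% = S159A mutant with DMSO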
# Target sequence (Q8VD66 whole entry, looked up): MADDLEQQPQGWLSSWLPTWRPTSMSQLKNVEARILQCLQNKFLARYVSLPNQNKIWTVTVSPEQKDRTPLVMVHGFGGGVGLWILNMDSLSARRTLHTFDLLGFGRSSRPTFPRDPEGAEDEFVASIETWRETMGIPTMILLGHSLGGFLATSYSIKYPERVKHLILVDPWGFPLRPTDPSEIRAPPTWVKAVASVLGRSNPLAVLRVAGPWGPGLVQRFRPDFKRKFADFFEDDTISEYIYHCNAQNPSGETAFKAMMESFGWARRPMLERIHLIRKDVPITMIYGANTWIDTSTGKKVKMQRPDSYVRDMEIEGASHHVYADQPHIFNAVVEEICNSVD
#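 Assay system: wild-type mouse ABHD4 protein; compound: single nominal dose of 8.92 µM, 0.89% DMSO final; schedule: 45 min + 60 min at 25 °C; measured by: FP readout, ex 525 nm / em 598 nm; evaluation: % inhibition of FP-Rh probe binding versus controls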
# LEDGF integ inh = blocks HIV-1 LEDGF/p75-dependent DNA integration; TR-FRET IN-LEDGF/p75 DNA integration, Eu/Cy5; inhibition, % at 3.7 µM; actives 0.64% (n = 370,000); AID 743269;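 active = inhibition above the screen-wide mean plus 3 SD, cut at about 13% in these data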;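 note: signal is the Cy5 over europium emission ratio at 671 and 618 nm; 0% = plate median of compound wells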
# TDP2 inh = blocks human TDP2 phosphodiesterase activity. O95551. recombinant TDP2, T5PNP hydrolysis, p-nitrophenol absorbance 415 nm. inhibition, % at 12.8 µM. actives 0.34% (n = 370,000). AID 720702;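 active = inhibition above the mean of all tested compounds plus 3 SD, set per campaign, cut at about 25% in these data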;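 note: 0% = DMSO with enzyme and 100% = buffer with substrate but no TDP2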
# Target sequence (O95551 whole entry, looked up): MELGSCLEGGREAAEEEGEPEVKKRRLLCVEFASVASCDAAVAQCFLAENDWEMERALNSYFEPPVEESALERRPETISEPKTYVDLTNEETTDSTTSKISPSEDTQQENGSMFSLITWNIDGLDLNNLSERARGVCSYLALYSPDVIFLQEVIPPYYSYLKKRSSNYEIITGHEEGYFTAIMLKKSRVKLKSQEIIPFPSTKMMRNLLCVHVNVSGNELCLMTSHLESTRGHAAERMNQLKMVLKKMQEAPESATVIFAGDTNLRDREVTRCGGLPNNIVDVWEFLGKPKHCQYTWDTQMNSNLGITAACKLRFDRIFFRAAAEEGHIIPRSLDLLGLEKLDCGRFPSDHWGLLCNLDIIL
#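 System: recombinant human TDP2 / Amount: 120 nM TDP2 per well / Also added: 5 mM T5PNP chromogenic substrate / Doses: 12.8 µM single point, 1% DMSO / Incubation: 2 h at 37 °C / Detection: p-Nitrophenol epi absorbance / Evaluation: % inhibition relative to enzyme-containing and enzyme-free wells / Repeats: singlicate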
# PRMT1 FP inh = PRMT1 (human) inhibition, primary screen | recombinant PRMT1, activity-based probe fluorescence polarization | actives 1.3% (n = 370,000) | inhibition, % at 2.79 µM | AID 652257;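 active = inhibition above about 21% made by adding two undisclosed values, limit read from the data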
# Target sequence (Q99873 whole entry, looked up): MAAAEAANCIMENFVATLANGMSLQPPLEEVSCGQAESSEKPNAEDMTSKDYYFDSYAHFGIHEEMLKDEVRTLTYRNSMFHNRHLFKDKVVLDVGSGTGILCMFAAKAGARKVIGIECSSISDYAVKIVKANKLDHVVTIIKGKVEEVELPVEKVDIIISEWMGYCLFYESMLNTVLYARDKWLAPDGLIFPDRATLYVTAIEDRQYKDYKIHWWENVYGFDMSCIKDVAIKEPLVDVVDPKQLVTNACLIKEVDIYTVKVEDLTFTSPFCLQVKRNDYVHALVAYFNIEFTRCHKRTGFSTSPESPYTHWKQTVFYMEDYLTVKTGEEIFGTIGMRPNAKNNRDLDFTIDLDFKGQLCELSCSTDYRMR
# TCR-CD3 inh = human TCR-CD3 binding inhibition. inhibition, % at 9.4 µM. actives 0.37% (n = 360,000). TAMRA-labeled TCR probe fluorescence, biochemical; in the data active = inhibition above about 19%;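 note: recombinant mutant TCR 2C K166C tagged with TAMRA read by polarization; 0% = receptor in buffer alone and 100% = receptor with positive control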
# UHRF1 MBD2 ctr = blocks human UHRF1 binding to methylated DNA | Q96T88 | inhibition, % at 4.4 µM | UHRF1 binding to methylated oligo, TR-FRET | actives 0.75% (n = 370,000); in the data active = inhibition above about 21%;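 note: UHRF1 SRA domain binding a hemimethylated CpG hairpin DNA probe; 0% = median of test compound wells and 100% = reference inhibitor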
# SIAE inh = human SIAE inhibition, primary screen | SIAE FP-Rh probe binding, fluorescence polarization | Q9HAT2 | AID 1053197 | actives 0.69% (n = 370,000) | inhibition, % at 9.66 µM;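 active = inhibition above a cutoff: mean of compounds within the control limits plus 3 SD of those, cut at about 17% in these data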;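 note: 0% = plate median of compound wells and 100% = probe without SIAE protein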
# HTRA1 inhibitor = blocks human HTRA1 serine peptidase; inhibition, % at 5.96 µM; actives 0.5% (n = 340,000); recombinant HTRA1, FP-rhodamine activity-based probe, fluorescence polarization; Q92743; in the data active = inhibition above about 36%;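 note: 0% = enzyme with DMSO and 100% = wells lacking enzyme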
# * = called active by the depositor; . = no result given. Hits appear at their usual frequency, and some 4.2% of all compounds hit somewhere here.
SMILES,DDE Tn7 FP inh,PG9 binder,mABHD4 FP,LEDGF integ inh,TDP2 inh,PRMT1 FP inh,TCR-CD3 inh,UHRF1 MBD2 ctr,SIAE inh,HTRA1 inhibitor
O=C(CSc1nnc(CNC(=O)c2ccccc2)o1)NCc1ccccc1Cl,-7.4,-0.5,2.4,1.8,-14.2,-1.7,-4.7,0.5,2.9,0.7
Fc1ccccc1CSc1ncnc2c1ncn2C1CCCCO1 (centres undefined),-0.7,2.2,-2.5,-1.4,-1.8,2.6,-3.0,17.9,-1.1,2.6
CCN(Cc1ccncc1)C(=O)CCc1nnc(CCc2ccc(OC)cc2)o1,0.0,-1.7,-4.9,-0.6,-9.0,-3.0,4.0,0.5,-3.2,-4.0
CC(O)c1ccc(Oc2cnccn2)cc1 (centres undefined),6.5,-1.7,2.0,-2.4,9.3,1.3,2.4,7.8,-1.3,0.3
Cc1cc(Cl)ccc1C(=O)C1CCCN(C(=O)CN2CCOC2=O)C1 (centres undefined),3.3,1.7,2.0,1.2,18.2,-0.5,-8.8,-2.3,0.4,4.2
CN(CC(=O)Nc1ccc(Cl)cc1)C(=O)CCc1c[nH]c2ccccc12,4.0,-0.2,-7.2,2.3,3.7,0.1,0.0,-1.0,5.7,-6.1
Cn1cc(/C(Cc2ccccc2)=N\O)c2ccccc21,-0.8,0.2,-3.0,1.0,-3.8,-4.1,-0.3,-3.2,-1.5,-3.1
O=C(c1ccc(F)cc1)c1c[nH]c(C(=O)NCc2ccco2)c1,1.8,-2.1,-1.8,-4.3,-5.9,1.2,2.5,-0.8,-4.9,-2.1
CN1CCCC1(C)C(=O)NCc1ccc(F)cc1Cl (centres undefined),-5.2,0.1,6.6,-0.1,-2.8,-0.8,7.8,-1.8,5.0,.
O=C(Cn1cncn1)N/N=C/c1ccccc1O,7.1,1.3,5.2,-6.2,-9.3,3.5,-6.5,6.8,-0.4,1.4
COc1ccc(S(=O)(=O)N2CCCCCC2)cc1NC(=O)c1ccccc1S(C)(=O)=O,-7.0,1.4,3.1,-1.3,11.9,-3.4,-1.5,-1.0,4.8,-6.0
O=C(CCC(=O)Nc1nnc(C2CCCCC2)s1)NCc1cccs1,0.6,0.4,1.5,-1.5,9.4,-1.0,0.8,-0.7,0.1,-0.1
O=C1CN(C(=O)/C=C/c2ccco2)c2ccccc2N1,-2.2,-1.8,2.0,4.9,4.2,5.2,9.1,-1.4,-4.9,-2.3
O=C1N/C(=N\c2ccccn2)SC1Cc1ccccc1Cl (centres undefined),-1.9,5.8,2.7,1.7,3.2,-0.5,4.2,-0.7,-0.8,-3.1
O=C(NCCc1ccc(Cl)cc1)C(=O)Nc1cc2c3c(c1)CC(=O)N3CCC2,-1.1,-0.7,7.2,-2.1,9.6,0.6,-4.7,-2.7,1.7,-9.0
Cc1ccc(CS(=O)(=O)CCC(=O)NCCN2CCCC2)cc1,3.2,0.9,5.0,-5.2,-4.1,0.1,1.5,-0.6,1.9,0.0
COC(=O)c1sc(NC(=O)c2ccoc2C)nc1C,2.8,2.2,-7.5,0.7,5.5,4.4,-2.4,2.1,-4.2,4.6
CC(=O)N1N=C(c2ccc([N+](=O)[O-])cc2)CC1c1ccccc1Cl (centres undefined),2.3,0.7,-10.6,7.3,-19.2,-2.8,-3.5,0.3,2.8,-1.4
N#Cc1cc2cc3c(cc2nc1NCCNC(=S)NCCCN1CCOCC1)OCO3,-4.4,-0.8,2.3,4.2,-8.0,-8.7,4.7,-2.0,16.3,2.7
Cn1ncc2c(c(SCc3ccc(Cl)cc3Cl)nn2C)c1=O,-1.1,2.7,-6.9,6.7,-4.5,22.0*,-0.7,8.8,-4.8,9.6
O=C(OCC(=O)N1CCCC1)c1cc([N+](=O)[O-])ccc1Cl,3.2,-0.1,6.7,3.4,7.8,-4.1,11.8,-2.1,-0.3,5.5
CC(C)(C)c1ccc(C(=O)N2CCNC(=O)C2CC(=O)Nc2ccc(F)cc2)cc1 (centres undefined),5.5,-0.9,2.4,1.0,3.3,0.8,5.6,-2.7,-4.0,-8.5
CN1CCc2c(sc3nc(SCC(N)=O)n(-c4ccc(Cl)cc4)c(=O)c23)C1,3.4,2.3,-4.6,0.4,13.5,11.4,-5.5,-4.4,-8.8,-9.6
O=C(COc1ccc2ccc(=O)oc2c1)N1CCN(c2ccccc2)CC1,8.1,1.9,2.4,0.0,4.3,-3.1,0.7,0.4,-3.9,3.5
COc1cc2sc(-c3ccc(S(C)(=O)=O)cc3)c(C(=O)NCc3ccc(C)o3)c2cc1OC,2.3,-20.2,2.2,2.2,1.5,16.2,6.3,-1.6,-5.4,-7.0

# Next section
SMILES,DDE Tn7 FP inh,PG9 binder,mABHD4 FP,LEDGF integ inh,TDP2 inh,PRMT1 FP inh,TCR-CD3 inh,UHRF1 MBD2 ctr,SIAE inh,HTRA1 inhibitor
Cc1ccc(-c2cc(C(=O)NN=Cc3ccccc3OCC(=O)O)[nH]n2)cc1,-2.6,.,-9.1,-2.7,-2.0,-1.2,.,-1.8,-5.7,.
Cc1cc2nc(-c3cccc(Br)c3)c(Cc3ccsc3)n2c(C)c1Br,5.8,-2.4,-0.4,-3.8,0.4,3.5,0.2,-3.4,-1.5,.
Cc1cc(O)c(C(=O)/C=C/c2ccc(Cl)cc2)c(=O)o1,6.0,1.4,-5.6,-1.9,3.9,-0.3,-10.1,-2.1,-10.0,7.8
CSc1nc(-c2ccco2)nn1C(=O)c1cccs1,-5.7,0.2,-6.2,1.5,-1.4,0.6,4.9,0.3,0.8,0.4
CC(C)Sc1nnc(CNC(=O)C23CC4CC(CC(C4)C2)C3)n1C1CCCCC1,-2.3,-1.6,-1.9,0.2,2.1,-1.6,-1.2,-1.7,-2.3,-0.8
CCN(C(=O)COc1ccc(C)cc1OC)c1cccc2ccccc12,-0.1,-1.7,1.3,-4.1,8.5,-2.1,-0.3,-0.9,10.4,-9.9
Cn1cc([N+](=O)[O-])c(C(=O)Nc2ccc3c(c2)OCCO3)n1,-2.2,-1.0,-1.7,0.6,14.1,-1.6,2.7,-2.1,3.1,-2.7
CCCOc1ccc(-c2nnn(CC(=O)N3CCC(C)CC3)n2)cc1,-7.1,-0.7,6.7,-2.2,5.0,-1.9,-2.3,0.3,-2.8,-2.6
CCCCN(C)CCNC(=O)Cn1ncc2c(=O)oc3ccc(C)cc3c21,-5.2,0.5,-3.5,-3.4,-5.1,0.8,-1.4,1.8,-1.8,-2.7
CCOC(=O)C1CCN(c2nc3ccccc3nc2C(C#N)C(=O)OC(C)COC)CC1 (centres undefined),8.4,-1.6,-7.2,-0.3,2.9,3.0,3.9,8.7,-1.8,-1.0
CNC(=O)COC(=O)/C=C/c1nc2ccccc2s1,6.3,-0.6,0.6,1.8,0.7,-0.8,3.5,-0.3,2.5,-2.5
Cc1ccc(Oc2nc3c(c(=O)n(Cc4ccccc4F)c(=O)n3C)n2C)cc1,0.0,-2.4,-1.9,-2.0,4.5,0.3,11.2,-1.0,-0.8,-4.6
Cc1ccc(C)c(/C=N/Nc2ccccn2)c1,-0.9,-0.6,3.1,-0.9,2.6,-2.6,-5.8,-3.9,1.2,5.3
CCN1C(=O)C(CC(=O)Nc2ccc(OC)cc2)N(Cc2ccco2)C1=S (centres undefined),-3.5,0.8,-0.5,3.0,7.3,-1.1,7.0,-4.2,12.7,0.3
CCOC(=O)c1c(C)[nH]c(C)c1S(=O)(=O)NCc1cc(C)ccc1C,-4.9,-1.2,-5.3,1.4,-15.9,3.2,1.6,5.4,-10.2,-5.4
Cc1cc(C)n(CC(=O)c2cccc(N)c2)n1,5.5,2.1,-3.4,8.6,-26.2,-4.8,-5.6,-1.6,-3.4,-3.8
CN(c1ccccc1)S(=O)(=O)c1cccc(C(=O)NNC(=O)c2ccncc2)c1,-2.7,0.5,0.5,-0.7,-3.9,-1.2,-1.1,2.3,-0.5,7.3
COc1ccc(NC(=O)CCCn2nc(C)c3c(C)n(-c4ccccc4)nc3c2=O)cc1,-0.6,-1.8,-5.9,2.0,3.5,-1.4,-0.8,0.2,-3.7,3.4
CCOC(=O)c1c(NC(=O)c2ccc(C)cc2)sc2c1CC(C)(C)OC2,-5.0,0.7,2.0,-0.8,2.9,20.0,3.3,0.8,-5.7,-16.6
O=C(CCC(=O)Nc1ccccc1Cl)NNC(=O)c1ccco1,-5.7,-2.8,-1.9,0.8,1.6,-3.6,-5.9,3.5,4.7,-0.2
CC(C)[C@H](NC(=O)c1ccccc1)C(=O)O,-2.8,2.6,5.5,-3.2,3.2,3.0,1.4,1.0,-1.1,-1.1
COc1ccc(NC(=O)COC(=O)Cn2cnc3ccccc3c2=O)cc1OC,1.2,0.5,4.3,-2.9,-9.8,1.2,3.0,-0.8,-6.0,7.4
CC(=O)NC(Cc1c[nH]c2ccccc12)C(=O)NCCc1ccccc1 (centres undefined),6.5,-0.1,4.6,-3.3,-8.7,0.3,4.2,0.2,-1.9,-5.2
CCCCNC(=O)c1nc(-c2cc3ccccc3[nH]2)oc1-c1ccccc1,1.5,0.5,-1.6,-2.5,7.2,5.9,-3.2,-0.7,5.0,.
O=S(=O)(Nc1ncnc2sc3c(c12)CCC3)c1ccc(Cl)s1,5.1,0.4,0.7,1.2,5.9,3.2,3.2,0.9,-5.1,-9.2
Cc1cc(C)c(C#N)c(SCC2COc3ccccc3O2)n1 (centres undefined),6.7,4.1,-2.3,0.4,-0.2,-1.3,-2.5,0.0,-1.1,-14.3
Cc1ccc(C(O)c2ncc(-c3ccccc3Cl)[nH]2)cc1F (centres undefined),5.4,-0.3,-8.0,-2.5,-2.7,-0.9,0.7,0.8,-1.7,.
O=[N+]([O-])c1cc(S(=O)(=O)N2CCOCC2)ccc1N1CCNCC1,-11.5,-3.4,-3.3,2.1,-18.4,-3.5,2.0,4.2,-4.4,-2.0
Cc1ccc2oc(=O)c3cc(C(=O)NCCCN4CCCC(C)C4)sc3c2c1 (centres undefined),5.1,0.2,-2.9,0.3,-7.1,0.5,-2.9,-15.7,-0.3,-7.9
CCOC(=O)C(=O)Nc1ccccc1C(=O)OCC,0.9,0.1,0.4,-1.8,5.5,-1.0,5.5,-2.2,0.6,3.7

# 3 of the entries above in order of their number in TCR-CD3 inh, smallest number first:
Compound	DDE Tn7 FP inh	PG9 binder	mABHD4 FP	LEDGF integ inh	TDP2 inh	PRMT1 FP inh	TCR-CD3 inh	UHRF1 MBD2 ctr	SIAE inh	HTRA1 inhibitor
O=C(Cn1cncn1)N/N=C/c1ccccc1O	7.1	1.3	5.2	-6.2	-9.3	3.5	-6.5	6.8	-0.4	1.4
CC(C)(C)c1ccc(C(=O)N2CCNC(=O)C2CC(=O)Nc2ccc(F)cc2)cc1 (centres undefined)	5.5	-0.9	2.4	1.0	3.3	0.8	5.6	-2.7	-4.0	-8.5
CCN1C(=O)C(CC(=O)Nc2ccc(OC)cc2)N(Cc2ccco2)C1=S (centres undefined)	-3.5	0.8	-0.5	3.0	7.3	-1.1	7.0	-4.2	12.7	0.3
